TTR transcr act: activators of transthyretin transcription | activation, % at 16.7 µM | SH-SY5Y TTR promoter Gaussia luciferase, luminescence; 100% = recombinant luciferase protein wells | 92,000 compounds, 1.3% hits;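 active means activation above the mean of all tested compounds plus 3 SD, cut at about 9.5% in these data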;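 further: cells exposed to compounds for one day before reading; 0% = median of all test compound wells on the plate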
* = called active by the depositor. An excerpt; count on the stated rates, not on these rows.

Compound,TTR transcr act
Cc1cc(C)c(C#N)c(SCC(=O)N(CC(C)C)C2CCS(=O)(=O)C2)n1 (stereo not given),-0.2
COc1cccc(/C=N/NC(=O)COc2cccc3cccnc23)c1O,0.5
Cc1ccc(C)c(-n2c(SCC(=O)Nc3nonc3C)nnc2-c2ccoc2C)c1,4.0
COc1ccc([C@H]2C[C@@H](n3cc(-c4ccc(F)cc4)nn3)[C@H](O)CN2CC2CCCCC2)cc1,-2.9
COc1cccc(-c2nc(N3CCC(C)CC3)c3ccccc3n2)c1O,-0.8
CCC(=O)c1ccc(OCC(=O)c2ccc3c(c2)NC(=O)CO3)cc1,-0.8
CCOC(=O)c1c(/N=C/c2ccc(C)cc2O)sc2c1CCC2,1.9
Cc1cccc(N2C(=O)N3[C@H]4c5ccccc5OC[C@@H]4[C@@H](c4ccccc4)[C@@]3(C)C2=O)c1,-1.4
Cc1ccc(CNC(=O)c2ccc(N3CCC4(CC3)CC(c3ccccc3)=NO4)c(NC(=O)c3ccco3)c2)cc1,-1.0
CSC1=NSC2=NC(=O)/C(=C/c3coc4ccccc4c3=O)C(=N)N12,-0.5
O=C(Nc1nccs1)C1CCN(S(=O)(=O)c2cccnc2)CC1,1.1
CCCc1cc(=O)[nH]c(SCC(=O)NC2CCCCC2)n1,-0.2
O=C(CCl)N(C/C=C/c1ccccc1)c1ccc2c(c1)OCCO2,-3.0
COc1ccc(C(O)c2ncc(-c3ccccc3OC)[nH]2)cc1 (stereo not given),5.5
Cc1ccccc1NC(=O)Nc1ccccc1Br,-0.8
C[C@H](O)[C@@H]1CN2CCc3c([nH]c4ccccc34)[C@@H]2C[C@@H]1N(C)C(=O)Nc1ccccc1,1.0
CCOC(=O)CSc1ncc(-c2ccc([N+](=O)[O-])cc2)[nH]1,3.7
CC(=O)NC(CC(=O)OCC(=O)c1cc(C)ccc1C)c1ccccc1 (stereo not given),-1.5
CC(C)CC(=O)OCC(=O)Nc1ccccc1Sc1ccccc1,-0.4
CCCCN(CCCC)Cc1cc(=O)oc2cc(OC)c(Cl)cc12,0.9
CC1(C)N=C(N)NC(Nc2ccccc2)=N1,1.5
S=c1nc(C2COc3ccccc3O2)[nH][nH]1 (stereo not given),0.8
CCNc1nc2c(c(=O)[nH]c(=O)n2C)n1CC(C)C,-0.6
O=C(CSc1ccc(-c2cccnc2)nn1)Nc1ccccc1F,-0.6
O=C(O)C1CCCCC1C(=O)NCc1ccccc1 (stereo not given),3.3
Cc1ccc(/C(CSc2nccn2-c2ncc(C(F)(F)F)cc2Cl)=N\O)cc1,-2.7
CCC(OC(=O)c1nsc(Cl)c1Cl)C(=O)NCCc1ccccc1 (stereo not given),0.9
c1ccc(CN(Cc2ccccc2)c2ncnc3c2nnn3Cc2ccccc2)cc1,0.2
CCCCn1cnc2c(oc3nc4c(cc32)CCCC4)c1=O,-0.1
COc1ccc(CCNC(=O)c2ccccc2C(=O)NCCc2ccc(OC)cc2)cc1,3.6
O=C(CNC(=O)c1ccc(Br)cc1)c1ccccc1,-0.7
Cc1ccc(-c2nc(CSCC(=O)Nc3cc(C)on3)c(C)o2)cc1,-0.6
COc1ccc(CC(=O)Nc2cccc(C(=O)O)c2C)cc1,0.9
COc1ccc(CCNC(=O)c2cccnc2SC)cc1,-1.6
O=C(CNC1CCN(Cc2ccccc2)CC1)Nc1ccc(S(=O)(=O)N2CCCCC2)cc1,1.2
COc1cccc(-c2nnc3sc(C4CCCCC4)nn23)c1,0.3
O=C(OCC#CCSc1nnc(-c2ccccc2F)o1)c1ccc(F)cc1,-0.5
FC(F)(F)c1cc(-c2cccs2)nc(NCc2ccco2)n1,0.4
O=C(NC1CCCC1)c1cc(S(=O)(=O)N2CCOCC2)c(Cl)cc1Cl,-0.2
COc1cc(CN2CCN(C(=O)CC(C)C)CC2)c([N+](=O)[O-])cc1OC,4.3
COc1cccc(OC)c1C(=O)OCC(=O)NC(=O)NCc1ccccc1,-2.0
c1ccc(-c2nc3ccccc3nc2-c2ccccn2)nc1,0.3
Cc1cc(Cl)ccc1NC(=O)C(=O)N/N=C/c1ccc2c(c1)OCO2,0.2
O=C(CSc1nnc(CNC(=O)c2ccc(F)cc2)o1)Nc1ccc2c(c1)OCO2,-1.1
CCOCCCn1c(SCC(=O)Nc2cccc(OC)c2)nc2ccccc2c1=O,-0.4
COc1ccc(CSc2nc(CSC)cc(N3CCOCC3)n2)cc1,1.1
CC(C)n1c(Nc2ccccc2)nc2ccccc21,0.2
CCOc1ccc(Cn2c(SCCCCC#N)nc3c2c(=O)n(C)c(=O)n3C)cc1OCC,2.0
COC(=O)c1ccc(CN2CCN(CCc3ccccc3)C(CCO)C2)cc1 (stereo not given),1.0
O=C(Nc1ccc(Cl)cn1)C1CC1,2.5
CCOC(=O)N1CCN(Cc2nc(N)nc(Nc3ccc(Oc4ccccc4)cc3)n2)CC1,-5.4
CCOc1cccc(C2/C(=C(/O)c3ccc4c(c3)CC(C)O4)C(=O)C(=O)N2CCCn2ccnc2)c1 (stereo not given),1.5
O=C(c1ccc(-c2cccc(Cl)c2Cl)o1)N1CCOCC1,0.1
Cc1nc2ccccc2n1-c1ccccc1,-0.1
COc1ccc(S(=O)(=O)N(C)C[C@@H]2Oc3ccc(NS(C)(=O)=O)cc3C(=O)N([C@@H](C)CO)C[C@H]2C)cc1,-0.7
COc1ccc2nc(NC(=O)CSc3ccccc3)sc2c1,-1.0
O=C(CN1C(=O)CCC1=O)Nc1ccc(S(=O)(=O)N2CCOCC2)cc1,0.4
CC1=C(C(=O)N(C)C)CC(CC(=O)NC(c2ccccc2)c2ccccc2)C(=O)N1Cc1ccc(C(C)(C)C)cc1 (stereo not given),-1.3
O=C(Nc1nnc(SCC(=O)N2CCCCC2)s1)C1CCCCC1,-1.0
CCOc1ccc(-c2nc(-c3cccnc3)no2)cc1OCC,-1.2

Five entries already listed, ordered by the number in TTR transcr act, highest first:
Compound,TTR transcr act
O=C(Nc1ccc(Cl)cn1)C1CC1,2.5
COC(=O)c1ccc(CN2CCN(CCc3ccccc3)C(CCO)C2)cc1 (stereo not given),1.0
COc1cccc(/C=N/NC(=O)COc2cccc3cccnc23)c1O,0.5
FC(F)(F)c1cc(-c2cccs2)nc(NCc2ccco2)n1,0.4
Cc1cccc(N2C(=O)N3[C@H]4c5ccccc5OC[C@@H]4[C@@H](c4ccccc4)[C@@]3(C)C2=O)c1,-1.4

The results go on:
Compound,TTR transcr act
CC(C)(C)[C@H]1COC(=O)CCCC/C=C\C[C@H](CC(=O)NCCO)C(=O)N1,-2.1
CCNC(=S)NN=C1c2ccccc2-c2ccccc21,3.2
CC(=O)Nc1ccc(S(=O)(=O)N2CCN(C(=O)CCC3CCCC3)CC2)cc1,-3.1
O=C(/C=C/c1ccccc1[N+](=O)[O-])NCc1ccc(Cl)cc1,-0.8
CCOCC(=O)N1CCN(c2ccc([N+](=O)[O-])cc2)CC1,1.9
Cn1nc(C(F)(F)F)c(C(=O)Nc2ccc(F)cc2F)c1Cl,1.1
COc1cc(CNC[C@H]2O[C@@H](n3ccc(N)nc3=O)[C@H](O)[C@@H]2O)ccc1OCc1cccc(Cl)c1,0.8
COc1ccc(CNc2nc(C)c([N+](=O)[O-])c(C)c2C#N)cc1,-1.1
NNC(=O)Cn1c(COc2ccc(Cl)cc2)nc2ccccc21,2.4
COc1ccc(C(=Cc2cc(OC)c(OC)cc2[N+](=O)[O-])C(=O)O)cc1,0.3
Cc1cc(C(=O)N2CCCC(C(=O)c3cccc4ccccc34)C2)nc(C)n1 (stereo not given),-0.8
Cc1nnn(C23CC4CC(CC(C4)C2)C3)n1,5.3
CCOc1ccccc1C(C(=O)NC1CCCC1)N(C(=O)c1csnn1)C1CC1 (stereo not given),0.0
Cn1ncc(C#N)c1NC(=O)c1cc(-c2ccccc2Cl)on1,-1.6
O=C(CN1C(=O)c2ccccc2S1(=O)=O)c1ccc2c(c1)OCCO2,0.2
COc1ccc(CNC(=O)C(C)c2ccc([N+](=O)[O-])cc2)cc1 (stereo not given),-1.9
O=C(NC(=S)Nc1ccc2[nH]c(=O)[nH]c2c1)c1ccccc1F,0.6
Cc1nc2ccccc2nc(C)c1=NOCc1ccc(Cl)cc1Cl,0.1
COc1ccc(C)cc1Nc1n[n+](-c2ccccc2)c(-c2ccc(C(=O)O)cc2)s1,7.5
CCCCCc1ccc(-c2cn(Cc3ccc4ccccc4c3)nn2)cc1,10.7*
N#CCCn1cc(C(=O)N2CCCCC2)c(-c2cccc([N+](=O)[O-])c2)n1,1.2
Cc1cc(NC(=O)CCCN2C(=O)/C(=C\c3cccs3)SC2=S)no1,2.5
CCCc1cc(=O)oc2cc(OC(C)C(=O)NCC3CCC(C(=O)O)CC3)c(Cl)cc12 (stereo not given),-0.8
CCCn1nnc(NC(=O)c2ccc(OC)cc2)n1,0.6
CCCCCCC(=O)NC(Nc1ccc(S(N)(=O)=O)cc1)C(Cl)(Cl)Cl (stereo not given),-3.9
CC(=O)C1=CCN(C)CC1,2.0
COc1ccc(O)c(/C=C2/SC(=S)N(Cc3ccccc3)C2=O)c1,-1.5
O=C(C1CCCO1)N1CCc2ccccc21 (stereo not given),1.1
O=S(=O)(NCc1csc(-c2cccnc2)n1)c1ccc(F)cc1,-0.3
CC(C)Cn1nc(NC(=O)C2CCCO2)c2cc3ccccc3nc21 (stereo not given),-1.4
Cc1ccc(NC(=O)CCC(=O)c2ccc(Br)cc2)cc1,-1.2
COc1ccc(C(=O)N/N=C(\C)CC(=O)Nc2ccc3c(c2)OCO3)cc1,-0.2
CC(=O)Nc1cc2c(cc1NC(=O)Cn1nc(-c3ccccc3F)ccc1=O)OCCO2,-2.4
COc1cc(C=O)c(Br)cc1OCC(=O)NCc1ccccc1,-0.7
CNC(=O)c1[nH]cnc1C(=O)NCC(=O)OCc1ccccc1,0.1
C[C@@H]1CN([C@H](C)CO)C(=O)CCCn2nncc2CO[C@H]1CN(C)Cc1cccc(C(=O)O)c1,5.3
CCSc1nnc(NC(=O)C2CCN(C(=O)c3ccc(F)cc3)CC2)s1,-0.4
O=S(=O)(c1ccc(Cl)cc1)N1CCN=C1SCc1cccnc1,0.2
COC(=O)N1CC(c2ccccc2)CC1=O (stereo not given),1.0
c1ccc(-c2sc3ccccc3c2-c2ccc(OCCN3CCCCC3)cc2)cc1,-0.3
COC(=O)[C@@]1(Sc2ccc(C)cc2)CC(=O)N(c2ccccc2)[C@@H]1c1ccccc1,-2.6
Cc1cccc(Cn2c(=O)c3c(nc4n3CCN4Cc3ccco3)n(C)c2=O)c1,0.0
COc1cccc(CNC(=O)Cc2ccc(Br)cc2)c1,0.5
CC1CC(C)CN(S(=O)(=O)c2ccc(NC(=O)c3ccc(=O)[nH]c3)cc2)C1 (stereo not given),-0.7
CCOc1cc2[nH]c(=O)n(CC3CCC(C(=O)NCCCOC)CC3)c(=O)c2cc1OCC (stereo not given),-0.2
Cc1cccc(-n2[nH]c3c4c(ccc3c2=O)C(=O)c2ccccc2C4=O)c1,-0.8
COc1ccc(OCC(=O)NNC(=O)C(=O)Nc2ccccc2)cc1,-0.2
CCCCNC(=O)O[C@H]1C[C@@H]2CCN3C(=O)CCC[C@H]([C@H]1CC)[C@H]23,1.4
Cc1sc2ncnc(Sc3ccccc3C(=O)Nc3ccccc3Cl)c2c1C,1.1
Cc1onc(-c2c(Cl)cccc2Cl)c1C(=O)Nc1ccc(Cl)cn1,-0.5
Cc1ccc(S(=O)(=O)c2nc(-c3cccs3)oc2NCc2cccnc2)cc1,-0.8
O=C(Cc1cccc(NC(=O)C2CCCN(C(=O)C3CCC3)C2)c1)Nc1cccc(C(=O)N2CCCCC2)c1 (stereo not given),0.8
Cn1nnnc1SC1CC(=O)N(c2ccccc2)C1=O (stereo not given),1.1
Cn1c2ccccc2c2nnc(SCC(=O)NCc3ccoc3)nc21,3.1
CC(=O)c1cccc(NC(=O)c2ccc3c(c2)CCCC3)c1,3.3
COc1cc(C2c3cc4c(cc3OC(N3CCCC3)C2C)OCO4)cc(OC)c1O (stereo not given),-0.8
Cc1nc(Nc2ccc(Cl)c(Cl)c2)sc1C(=O)Nc1ccccc1,-3.0
COc1cccc(NC(=O)COC(=O)c2c3c(nc4ccccc24)CCC(C)C3)c1 (stereo not given),10.7*
COC(=O)C(C)N(C(=O)c1ccc(C(=O)c2ccccc2)cc1)c1c(C)cccc1C (stereo not given),-2.1
Cc1ccc(N(C(C)C(=O)N2CCC(C)CC2)S(C)(=O)=O)cc1C (stereo not given),0.1

A draw from above in order of molecular weight, low to high:
Compound,TTR transcr act
COc1ccc2nc(NC(=O)CSc3ccccc3)sc2c1,-1.0
COc1cccc(CNC(=O)Cc2ccc(Br)cc2)c1,0.5
c1ccc(-c2sc3ccccc3c2-c2ccc(OCCN3CCCCC3)cc2)cc1,-0.3
O=C(Cc1cccc(NC(=O)C2CCCN(C(=O)C3CCC3)C2)c1)Nc1cccc(C(=O)N2CCCCC2)c1 (stereo not given),0.8

Next compounds follow:
Compound,TTR transcr act
CC(C)=NNC(=O)c1c(O)c2ccccc2[nH]c1=O,0.9
CC(C)[C@H](NS(=O)(=O)c1ccccc1F)C(=O)OCC(=O)Nc1cccc(S(N)(=O)=O)c1,0.1
Cc1csc(NC(=O)c2cccc(C)c2C)n1,5.5
C#CCOCCOCCOCCNc1nc(N2CCN(C(=O)CCCCCCCCCCNC(=O)[C@@H](CCSC)n3cc(CCO)nn3)CC2)nc(N2CCN(C(=O)CCCCCCCCCCNC(=O)[C@H](CCSC)n3cc(CCO)nn3)CC2)n1,-3.3

Compound activity from PubChem BioAssay.
